# Bioassay records deposited in PubChem BioAssay by NMMLSC.
# Bfl-1 Bim block: inhibitors of Bim-Bfl-1 interaction, human. Q16548. Bead-based flow cytometry, Bim-Bfl-1 binding inhibition. inhibition, % at 10 µM. 0.12% of 190,000 active. AID 1008;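 also: 0% = wells without compound plus tracer and 100% = blocker peptide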
# Bcl-W Bim block: human Bim-Bcl-W interaction inhibition; inhibition, % at 10 µM; bead-based flow cytometry, Bim peptide-Bcl-W binding; 0.02% of 190,000 active;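 also: 0% = bound tracer without compound and 100% = peptide blocker; higher means less fluorescent Bim peptide bound to Bcl-W beads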
# Bim-Bcl-B: disrupts Bim peptide binding to human Bcl-B. 0.073% of 190,000 active. Q9HD36. bead-based flow cytometry. inhibition, % at 10 µM;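 also: 0% = tracer peptide without compound and 100% = reference inhibitor peptide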
# RGS7-Gao reg: regulators of human RGS7-Galphao interaction; binding response (% of control), % at 10 µM; Multiplexed bead flow cytometry, RGS7-Galphao binding; actives lie on both sides; 0.35% of 220,000 active; P09471; in the data active = binding response below about 49% or above about 150%; inconclusive = no clear call, values can overlap the other calls; inactive = in between;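 also: fluorescent Galphao held in activated GDP-AlF4 state binding bead-coupled RGS7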
# Bcl-2 Bim block: human Bim-Bcl-2 interaction inhibition; P10415; Bead-based flow cytometry, Bim peptide-Bcl-2 binding; inhibition, % at 10 µM; 0.06% of 190,000 active; AID 950; in the data active = inhibition above about 40%; inconclusive = no clear call, values can overlap the other calls;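 also: 0% = no compound wells with probe peptide and 100% = reference peptide inhibitor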
# Bim-Bcl-XL: disrupts Bim peptide binding to human Bcl-XL. Q07817. bead flow cytometry, fluorescence. inhibition, % at 10 µM. 0.04% of 190,000 active. AID 1007
# RGS8-Gao: modulates binding of RGS8 to human Galphao; multiplexed bead flow cytometry; actives lie on both sides; response (percent of control binding), % at 10 µM; 0.34% of 220,000 active; in the data active = response below about 60% or above about 140%; inactive = in between;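 also: Galphao activated as the GDP aluminium fluoride complex binding bead-coupled RGS8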
# Mcl-1 Bim block: inhibitors of Bim-Mcl-1 interaction, human | Bead-based flow cytometry, Bim peptide-Mcl-1 binding | inhibition, % at 10 µM | 0.1% of 190,000 active;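 also: 0% = no compound tracer wells and 100% = peptide blocker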
# ABCG2 block: human ABCG2 inhibition, ABCB1 as counter-screen; 0.1% of 190,000 active; Q9UNQ0; IgMXP3 cells, JC-1 efflux, flow cytometry; inhibition, % at 6.6 µM;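 active = inhibition above 80%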;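 also: 0% = DMSO and 100% = nicardipine control wells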
#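 Read-out basis: Efflux inhibition in percent versus controls | Test system: ABCG2 IgMXP3 and barcoded ABCB1 CCRF-Adr cell mix | Quantity: 3 million cells/mL in well | Schedule: 10 min at 25 °C | Control set: Nicardipine as high control, DMSO as low control | Reagent: JC-1 as fluorescent efflux pump substrate | Signal: Flow cytometry of retained JC-1 fluorescence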
# RGS4-Gao reg: human RGS4-Galphao interaction regulation. 0.33% of 220,000 active. binding response (% of control), % at 10 µM. Multiplexed bead flow cytometry, RGS4-Galphao binding; actives lie on both sides. P09471; in the data active = binding response below about 49% or above about 150%; inactive = in between;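 also: fluorescent Galphao activated with aluminum fluoride binding bead-coupled RGS4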
# ABCB1 inh: human ABCB1 inhibition, ABCG2 as counter-screen; P08183; CCRF-Adr cells, JC-1 efflux, flow cytometry; inhibition, % at 6.6 µM; 0.067% of 190,000 active; AID 1326; in the data active = inhibition above about 40%;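 also: 0% = vehicle and 100% = reference inhibitor; higher value means more JC-1 retained so stronger ABCB1 efflux block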
# Target sequence (P08183 whole entry, looked up): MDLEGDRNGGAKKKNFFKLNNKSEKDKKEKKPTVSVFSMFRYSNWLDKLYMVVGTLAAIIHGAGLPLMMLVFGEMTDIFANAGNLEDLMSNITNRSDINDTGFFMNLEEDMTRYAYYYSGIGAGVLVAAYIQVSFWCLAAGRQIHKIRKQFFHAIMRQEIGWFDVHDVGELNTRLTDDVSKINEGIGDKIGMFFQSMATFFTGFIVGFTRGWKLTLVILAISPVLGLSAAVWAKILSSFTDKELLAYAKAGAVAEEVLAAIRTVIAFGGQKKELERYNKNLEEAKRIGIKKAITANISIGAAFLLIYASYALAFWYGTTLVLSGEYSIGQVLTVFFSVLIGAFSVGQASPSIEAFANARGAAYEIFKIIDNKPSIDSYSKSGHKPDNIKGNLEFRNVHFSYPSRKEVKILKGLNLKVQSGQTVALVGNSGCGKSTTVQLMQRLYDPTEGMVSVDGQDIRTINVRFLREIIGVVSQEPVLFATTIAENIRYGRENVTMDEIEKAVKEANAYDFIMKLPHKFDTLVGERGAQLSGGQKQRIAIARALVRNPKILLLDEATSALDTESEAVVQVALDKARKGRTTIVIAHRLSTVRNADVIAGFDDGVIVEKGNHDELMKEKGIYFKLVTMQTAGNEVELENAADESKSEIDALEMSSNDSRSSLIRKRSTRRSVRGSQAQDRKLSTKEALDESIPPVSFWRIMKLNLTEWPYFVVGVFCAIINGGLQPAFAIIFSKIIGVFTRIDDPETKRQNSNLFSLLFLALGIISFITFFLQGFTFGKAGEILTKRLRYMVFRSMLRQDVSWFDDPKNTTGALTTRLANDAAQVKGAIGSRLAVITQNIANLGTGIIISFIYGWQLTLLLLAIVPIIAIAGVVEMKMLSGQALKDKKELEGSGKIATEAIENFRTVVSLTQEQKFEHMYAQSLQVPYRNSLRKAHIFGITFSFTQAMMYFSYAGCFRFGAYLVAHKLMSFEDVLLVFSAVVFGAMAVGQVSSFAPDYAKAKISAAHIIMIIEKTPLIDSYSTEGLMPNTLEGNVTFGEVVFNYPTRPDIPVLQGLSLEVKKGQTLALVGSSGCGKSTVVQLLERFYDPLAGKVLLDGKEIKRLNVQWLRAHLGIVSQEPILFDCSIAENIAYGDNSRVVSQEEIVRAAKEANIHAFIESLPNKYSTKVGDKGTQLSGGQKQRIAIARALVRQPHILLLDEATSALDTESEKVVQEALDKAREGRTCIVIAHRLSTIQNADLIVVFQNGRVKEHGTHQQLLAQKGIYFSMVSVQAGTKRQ
# * marks the source's active call; other numbers are inactive results; ? = inconclusive; nt = not tested or not shown. Rule as the data show it, unless noted: active = inhibition above about 40%.
SMILES,Bfl-1 Bim block,Bcl-W Bim block,Bim-Bcl-B,RGS7-Gao reg,Bcl-2 Bim block,Bim-Bcl-XL,RGS8-Gao,Mcl-1 Bim block,ABCG2 block,RGS4-Gao reg,ABCB1 inh
CCOC(=O)N1N=C(C)CC1(O)c1ccc(Cl)cc1 (stereo not drawn),-6,-5,-4,103,-6,-4,102,-5,7,103,0.5
CCOc1cc(N2CCOCC2)c(OCC)cc1NC(=O)C(NC(=O)c1ccco1)C(C)C (stereo not drawn),-9,5,-7,102,-5,-4,97,-2,2,101,0.5
Cc1nc2ccccc2nc(C)c1=NO,1,-1,0,94,0,1,101,2,6,100,1.3
Cc1cccc(COCC(Cc2ccccc2)N2CCN(C(=O)c3cccc(Cl)c3)CCC2=O)c1 (stereo not drawn),-3,0,-2,100,-5,-2,102,-2,6,100,4.1
CCCCCC(=O)Nc1ccc(-c2csc(C)n2)cc1,-2,-4,-5,98,0,-2,101,-4,1,98,0.3
C/C(=N/Nc1nc(-c2ccccc2)cc(-c2ccc(F)cc2)n1)c1cccc(N)c1,-2,-10,-4,94,-2,-9,99,-5,-2,95,-0.5
Cc1noc(NS(=O)(=O)c2ccc(NC(=O)CSc3nnc(-c4ccccc4)n3C3CCCCC3)cc2)c1C,-8,-1,-10,102,-7,-4,100,0,-2,102,-0.5
Cc1ccc(NC(=O)c2c(C(=O)Nc3ccccc3)sc3nc(C)cc(=O)n23)cc1,-2,0,-1,97,1,1,101,0,0,99,-0.1
COc1ccccc1/C=C1\CCCC2=C1Nc1nnnn1C2c1ccccc1OC (stereo not drawn),-10,-1,-2,97,-7,-4,98,-2,-4,99,-0.5
CCOC(=O)c1[nH]cnc1C(=O)Nc1ccccn1,-2,0,0,95,-1,0,103,-4,7,95,0.5
Cc1nc2ccccc2c(-c2ccccc2)c1CC(=O)O,-15,-2,-5,101,-13,-5,103,-1,1,98,0.9
CCCCN(C)C(=O)C(Cc1ccccc1)NS(=O)(=O)c1ccc2c(c1)CCC(=O)N2 (stereo not drawn),-10,2,-5,108,-6,-4,113,-1,0,110,-1.8

# Overlap with the part before: three compounds, then new ones.
SMILES,Bfl-1 Bim block,Bcl-W Bim block,Bim-Bcl-B,RGS7-Gao reg,Bcl-2 Bim block,Bim-Bcl-XL,RGS8-Gao,Mcl-1 Bim block,ABCG2 block,RGS4-Gao reg,ABCB1 inh
CCOC(=O)c1[nH]cnc1C(=O)Nc1ccccn1,-2,0,0,95,-1,0,103,-4,7,95,0.5
Cc1nc2ccccc2c(-c2ccccc2)c1CC(=O)O,-15,-2,-5,101,-13,-5,103,-1,1,98,0.9
CCCCN(C)C(=O)C(Cc1ccccc1)NS(=O)(=O)c1ccc2c(c1)CCC(=O)N2 (stereo not drawn),-10,2,-5,108,-6,-4,113,-1,0,110,-1.8
N#C/C(=C\c1cccc([N+](=O)[O-])c1)C(=O)NCC1CCCO1 (stereo not drawn),-3,-1,0,103,0,0,108,0,9,101,0.7
O=C(CCCOc1ccccc1)OCn1nnc2ccccc2c1=O,-2,1,-1,96,-1,-2,100,-1,1,100,0.4
CCC(=O)Nc1cc(ON=C(C)C)cc([N+](=O)[O-])c1,-1,-4,-7,-15*,-3,-4,34*,-5,33,-40*,1.3
CCCCc1n[nH]c2c1/C(=N/O)CC(C)(C)C2,nt,nt,nt,87,?,nt,80,nt,16,94,0.9
CCOC(=O)c1c(-c2ccco2)csc1N,-7,0,-14,98,-10,-1,100,-2,43,100,0.1
COc1ccc(C(C)=O)cc1COC(=O)CNC(=O)c1ccc(Cl)cc1,9,4,8,96,0,2,95,1,15,100,0.9
Cc1ccc(Cn2c(Sc3ncccn3)nc3c2c(=O)[nH]c(=O)n3C)cc1,-9,0,-8,103,-6,-10,104,-2,3,107,0.4
COc1cccc(-c2cc(C(F)(F)F)nc(NCc3ccco3)n2)c1,-7,4,-9,110,-11,-2,100,3,2,102,0.0
CCOC(=O)c1ccc(NC(=O)CC2C(=O)N(c3cccc(OC)c3)C(=O)N2CCOC)cc1 (stereo not drawn),-11,-1,-8,102,-8,-9,101,-14,2,102,0.8
Cc1ccc(N2NC(=O)/C(=C/C=C/c3ccco3)C2=O)cc1C,-6,0,0,103,-3,-3,101,0,-3,103,-1.6
CCC(Oc1ccccc1)C(=O)NC1C(=O)N2C1SC(C)(C)C2C(=O)O (stereo not drawn),-6,0,-3,100,-3,-1,103,-1,1,102,0.5
O=C(Nc1ccc2c(c1)OCO2)c1ccncc1,-3,0,-1,103,0,4,102,0,1,100,0.0
Cc1ccc(C(C[N+](=O)[O-])c2c(C)cc3ccccn23)cc1 (stereo not drawn),14,3,-12,107,3,-3,101,-6,5,107,0.4
Cc1noc(C)c1C(=O)NCCCc1ccccc1,0,-2,-1,107,0,-2,104,0,7,100,0.7
COc1ccc(C(=O)OCC(=O)NCCCc2ccccc2)cc1[N+](=O)[O-],-7,-1,-3,?,-4,-3,99,-2,15,99,0.7
COC(=O)c1ccc(CSc2nnc(N)s2)o1,-7,-5,-9,102,-7,-6,102,-5,0,101,0.0
O=C(O)CC(NC(=O)c1ccccc1NC(=O)c1ccccc1)C(=O)O (stereo not drawn),-9,0,-8,101,-8,-6,99,0,2,100,0.2
CC(C)Oc1cccc(C(=O)NC(=S)Nc2cccc(NC(=O)c3ccccc3Cl)c2)c1,-14,-5,-12,93,-10,-10,82,-6,-2,92,-0.2
CCN(CC)CCCNc1nc2cc(OC)c(OC)cc2c2nc(-c3cccnc3)nn12,-6,-2,-2,100,-5,-5,103,-8,2,99,0.3
O=C(Cn1nnc2ccccc2c1=O)NCCc1ccccc1,2,1,0,108,1,-2,112,-2,21,106,1.2
CCN1CC2([N+](=O)[O-])CC=C(OC)C([N+](=O)[O-])(C1)C2 (stereo not drawn),1,0,-2,96,-3,-6,98,-18,9,99,0.5
COc1ccccc1C(=O)Nc1nnc(SCC(=O)Nc2ccc3c(c2)oc2ccccc23)s1,nt,nt,nt,102,?,nt,103,nt,-12,100,-1.9
CCOc1ccc(NC(=O)CN2CC(c3ccccc3)CC2=O)cc1 (stereo not drawn),-9,0,-4,92,-6,0,97,0,8,94,1.0
O=C(Nc1ncc2c(n1)-c1ccccc1CC2)c1ccc(F)cc1,-9,3,-1,98,-2,0,99,3,6,98,0.8

# Single records, from the list above:
# `COC(=O)c1ccc(CSc2nnc(N)s2)o1` is entered as Bfl-1 Bim block = -7; Bcl-W Bim block = -5; Bim-Bcl-B = -9; RGS7-Gao reg = 102; Bcl-2 Bim block = -7; Bim-Bcl-XL = -6; RGS8-Gao = 102; Mcl-1 Bim block = -5; ABCG2 block = 0; RGS4-Gao reg = 101; ABCB1 inh = 0.0
# `Cc1noc(C)c1C(=O)NCCCc1ccccc1` is entered as Bfl-1 Bim block = 0; Bcl-W Bim block = -2; Bim-Bcl-B = -1; RGS7-Gao reg = 107; Bcl-2 Bim block = 0; Bim-Bcl-XL = -2; RGS8-Gao = 104; Mcl-1 Bim block = 0; ABCG2 block = 7; RGS4-Gao reg = 100; ABCB1 inh = 0.7
# `O=C(Nc1ncc2c(n1)-c1ccccc1CC2)c1ccc(F)cc1` is entered as Bfl-1 Bim block = -9; Bcl-W Bim block = 3; Bim-Bcl-B = -1; RGS7-Gao reg = 98; Bcl-2 Bim block = -2; Bim-Bcl-XL = 0; RGS8-Gao = 99; Mcl-1 Bim block = 3; ABCG2 block = 6; RGS4-Gao reg = 98; ABCB1 inh = 0.8

# (further entries)
SMILES,Bfl-1 Bim block,Bcl-W Bim block,Bim-Bcl-B,RGS7-Gao reg,Bcl-2 Bim block,Bim-Bcl-XL,RGS8-Gao,Mcl-1 Bim block,ABCG2 block,RGS4-Gao reg,ABCB1 inh
CS(=O)(=O)N1CCCC(C(=O)N2CCc3ccccc3C2)C1 (stereo not drawn),-1,-1,-2,105,-3,-3,118,-2,0,110,0.2
O=c1c(Cc2ccccc2)c(O)nc2n1CCS2,-1,0,0,102,-1,-4,100,0,-1,104,-0.3
CC1CCCCC1NC(=O)COC(=O)COc1ccc(Cl)cc1 (stereo not drawn),-2,0,-2,98,-2,0,100,-1,4,98,0.7
COc1ccc(N2C(=O)C3CCCN3C2c2ccc(C)o2)cc1 (stereo not drawn),-5,-1,-3,?,-2,0,98,0,-1,101,-0.1
c1ccc2c(c1)CCN(c1ncnc3nc[nH]c13)C2,-7,2,-5,112,-3,-3,99,0,4,98,0.2
CSCCC(NC(C)=O)C(=O)Oc1ccc2c3c(c(=O)oc2c1)CCCC3 (stereo not drawn),-4,-3,-6,94,-2,-6,100,-2,15,99,0.6
CCOC(=O)CSc1nnc(-c2ccc(S(=O)(=O)N3CCOCC3)cc2)n1-c1ccccc1,-1,-1,-2,95,-2,-2,99,-2,1,93,0.5
CCCc1nnc(NC(=O)C2CCCO2)s1 (stereo not drawn),7,0,3,95,1,0,93,-5,2,90,0.1
Cc1ccc(NCN2C(=O)C3CC=CCC3C2=O)cc1 (stereo not drawn),3,-3,-8,100,-5,-4,103,-4,0,103,0.1
Cc1sc2ncn(CC(=O)NCc3ccccn3)c(=O)c2c1S(=O)(=O)N1CCOCC1,4,5,3,118,9,3,138,5,0,124,-0.6
Cc1cc([N+](=O)[O-])c2[nH]c(C(=O)N/N=C/c3ccccc3C(=O)O)c(-c3ccccc3)c2c1,14,-2,-2,97,2,-5,100,0,-2,99,-0.7
Cc1cc(C(C)(C)C)cc(S(=O)(=O)Nc2ccc(C(=O)O)cc2)c1C,-2,1,-2,97,-4,0,99,3,0,99,-0.2
CC1CC(C)CN(C(=O)C(C)N(C)CC(=O)Nc2ccc(Cl)cc2)C1 (stereo not drawn),-3,1,0,94,-1,0,95,-2,6,99,0.3
CC(C)NCc1cccc([N+](=O)[O-])c1,-5,-5,-1,107,-6,-8,109,-6,5,105,-0.2
CCOC(=O)CSc1nnc([C@H](C)NC(=O)OC(C)(C)C)o1,-11,3,-4,96,-6,-1,97,-1,1,93,0.6
O=C(O)CCSCc1ccccc1F,0,-2,-1,103,-1,-5,103,-4,1,99,0.3

# 2 compounds drawn at random from those above:
SMILES,Bfl-1 Bim block,Bcl-W Bim block,Bim-Bcl-B,RGS7-Gao reg,Bcl-2 Bim block,Bim-Bcl-XL,RGS8-Gao,Mcl-1 Bim block,ABCG2 block,RGS4-Gao reg,ABCB1 inh
Cc1ccc(NC(=O)c2c(C(=O)Nc3ccccc3)sc3nc(C)cc(=O)n23)cc1,-2,0,-1,97,1,1,101,0,0,99,-0.1
CC1CCCCC1NC(=O)COC(=O)COc1ccc(Cl)cc1 (stereo not drawn),-2,0,-2,98,-2,0,100,-1,4,98,0.7
